GalR3 antag: GalR3 antagonists in HEK293 cells, primary screen, cell-based, fluorescence readout; Galanin receptor type 3 (Homo sapiens), O60755; HEK293 GalR3-CNG cAMP membrane potential fluorescence; galR3 body fused to GalR1 C-terminus; inhibition, % at 3 µM; 360,000 tested, 0.44% active;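 active = inhibition above the screen-wide average plus 3 SD, cut at about 13% in these data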;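 also: forskolin and galanin both at EC90 stimulate the cells; cAMP rise reported by CNG channel membrane potential dye signal; 0% = forskolin plus galanin with DMSO and 100% = forskolin alone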
Target sequence (O60755 1-299 limits assumed): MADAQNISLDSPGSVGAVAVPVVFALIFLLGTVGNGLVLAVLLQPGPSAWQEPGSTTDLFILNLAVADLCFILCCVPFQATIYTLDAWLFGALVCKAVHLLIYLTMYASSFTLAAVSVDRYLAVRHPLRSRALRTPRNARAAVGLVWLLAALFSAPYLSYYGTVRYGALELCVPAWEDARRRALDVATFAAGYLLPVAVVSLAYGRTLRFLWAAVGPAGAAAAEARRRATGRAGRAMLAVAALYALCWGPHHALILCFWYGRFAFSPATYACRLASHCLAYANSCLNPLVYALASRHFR
MEKK3 PB1 HTS: modulators of MEKK3-MEK5 PB1 binding, primary screen, biochemical, wildtype MEKK3, multiplex bead flow cytometry, Alexa488-MEK5; Mitogen-activated protein kinase kinase kinase 3 (Homo sapiens), Q99759; AID 1529, 2009; bead-based flow cytometry, Alexa488-MEK5 binding to MEKK3; actives lie on both sides; 0 = blocked by unlabeled MEK5, 100 = vehicle; 290,000 tested, 1.4% active; binding response (% of control), % at 10 µM;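 active = binding response more than 3 SD above or below the average of its plate-row segment, actives on both sides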;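 also: Alexa488 bead fluorescence after subtracting the streptavidin-only scavenger bead signal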
Target sequence (Q99759 whole entry, looked up): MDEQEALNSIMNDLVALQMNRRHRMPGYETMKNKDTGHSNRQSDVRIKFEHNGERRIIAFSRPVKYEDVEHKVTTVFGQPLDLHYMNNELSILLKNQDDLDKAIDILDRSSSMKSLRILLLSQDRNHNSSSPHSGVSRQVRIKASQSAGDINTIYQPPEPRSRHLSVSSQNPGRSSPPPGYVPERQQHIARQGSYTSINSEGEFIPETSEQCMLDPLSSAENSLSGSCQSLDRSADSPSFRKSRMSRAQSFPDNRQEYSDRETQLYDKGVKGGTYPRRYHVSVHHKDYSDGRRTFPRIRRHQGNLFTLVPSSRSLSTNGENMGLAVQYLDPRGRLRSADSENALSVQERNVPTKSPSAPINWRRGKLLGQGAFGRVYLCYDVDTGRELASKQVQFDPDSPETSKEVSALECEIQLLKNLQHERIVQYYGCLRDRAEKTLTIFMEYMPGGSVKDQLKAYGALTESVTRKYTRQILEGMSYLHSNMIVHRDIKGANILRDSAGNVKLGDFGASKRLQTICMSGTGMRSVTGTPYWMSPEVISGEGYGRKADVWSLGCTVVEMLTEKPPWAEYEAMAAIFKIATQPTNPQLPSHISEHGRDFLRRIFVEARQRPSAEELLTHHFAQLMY
UBC9 SUMO inh: inhibitors of in vitro SUMOylation cascade, primary screen, biochemical, HTRF, uHTS; SUMO-conjugating enzyme UBC9 (Homo sapiens), P63279; 290,000 tested, 0.36% active; HTRF SUMOylation assay, SAE1/SAE2 + UBC9; inhibition, % at 35 µM; in the data active = inhibition above about 50%, passing the limit was not always enough; also: strong numbers were not always called active
Target sequence (P63279 whole entry, looked up): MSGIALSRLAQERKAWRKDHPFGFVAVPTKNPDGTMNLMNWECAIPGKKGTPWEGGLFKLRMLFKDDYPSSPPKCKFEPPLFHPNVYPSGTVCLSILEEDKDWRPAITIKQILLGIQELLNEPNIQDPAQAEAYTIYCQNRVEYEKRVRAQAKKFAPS
CRFR2-BP antag: antagonists of CRF-BP/CRF-R2 complex, primary screen, cell-based, HEK293, calcium dye fluorescence, uHTS | CRF-induced calcium fluorescence | inhibition, % at 11.8 µM | 350,000 tested, 0.59% active | AID 588475, 2011;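 active = inhibition of the ligand-induced calcium signal above about 50% at the single tested concentration, limit read from the data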
FID counter: compounds displacing fluorescent DNA intercalator, primary screen, artefact control for HCV NS3 helicase inhibitor project, biochemical, FID fluorescence. 290,000 tested, 0.17% active. DNA fluorescent intercalator displacement. inhibition, % at 7.9 µM. AID 1845, 2009; in the data active = inhibition above about 37%;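 also: 0% = vehicle and 100% = reference compound; higher means more ethidium bromide displaced from hairpin DNA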
NS3 helicase inh: inhibitors of HCV NS3 helicase, primary screen, biochemical, Cy5 molecular beacon fluorescence; Hepatitis C virus NS3 helicase; NS3 helicase DNA unwinding; inhibition, % at 10.9 µM; 290,000 tested, 0.56% active; AID 1800, 2009;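 active = inhibition above the mean of all tested compounds plus 3 SD, set per campaign, cut at about 35% in these data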;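 also: 0% = DMSO wells and 100% = thioflavine S control wells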
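test system = hepatitis C virus NS3 helicase domain fragment enzyme | reagent = annealed dual-labelled DNA beacon duplex, ATP-started | times = 1 h at 25 °C | detection = Cy5 fluorescence, 0 and 60 min reads | read-out basis = percent inhibition from t60/t0 fluorescence ratio | control set = DMSO and thioflavine S | replication = one well per compound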
CRFR2-BP ag: agonists of CRF-BP/CRF-R2 complex, primary screen, cell-based, HEK293, calcium dye fluorescence, uHTS; CRF-binding protein / CRF receptor 2 complex (human); calcium dye fluorescence (FLIPR); percent of saturating CRF peptide response; activation, % at 13.2 µM; 350,000 tested, 0.46% active;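 active = activation of at least 50%, plus an integration ratio under a set limit after plate pattern correction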;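 also: plate controls were neutral control wells without compound for no effect and CRF at EC100 for full effect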
MEKK2 mut-MEK5: MEK5 binding signal on mutant MEKK2 PB1, primary screen, biochemical, multiplex bead flow cytometry, Alexa488-MEK5. percent response, % at 10 µM. Alexa488-MEK5 binding to MEKK2 mutant. 290,000 tested, 0.35% active. AID 1530, 2009; in the data active = percent response above about 24%, passing the limit was not always enough; also: inactives centre near 1; some results filed as inactive read as strong as hits
MEKK2wt PB1 HTS: modulators of MEK5 binding to wildtype MEKK2, primary screen, biochemical, multiplex bead flow cytometry, Alexa488-MEK5; Mitogen-activated protein kinase kinase kinase 2 (Homo sapiens), Q9Y2U5; Alexa488-MEK5 binding to MEKK2 WT; actives lie on both sides; binding response (% of control), % at 10 µM; 290,000 tested, 1.1% active; AID 1531, 2009; in the data active = binding response below about 67% or above about 130%
Starred values were filed as active, the others as inactive; nt = no result given. This is a subset; rates above refer to the full screens.

Every second line gives: MEKK2wt PB1 HTS	CRFR2-BP ag	GalR3 antag	MEKK3 PB1 HTS	UBC9 SUMO inh	NS3 helicase inh	FID counter	CRFR2-BP antag	MEKK2 mut-MEK5
O=C(OCC(=O)N1CCN(C(=O)c2ccco2)CC1)C1=COCCO1
→ 100	1.0	-8	102	8	-12	-4	1	1
COc1ccc(S(=O)(=O)NCCSc2ccc(Cl)cc2)cc1OC
→ 95	-0.7	-9	96	11	-3	-9	-17	-3
Cc1ccccc1-n1nc2c(c1NC(=O)c1c(-c3ccccc3Cl)noc1C)CS(=O)(=O)C2
→ nt	4.4	-6	nt	-10	-3	-19	-42	nt
COc1ccccc1C(=O)Nc1cccc(C(=O)c2ccccc2)c1
→ 89	0.8	-6	88	8	-5	-29	7	0
CCCCn1cc(C(=O)c2cc(Br)ccc2O)cc(C#N)c1=O
→ 97	0.5	-2	97	0	-2	-13	-13	9
CCN(CC)c1ccc(/C=N\NC(=O)c2cccc3cc[nH]c23)cc1
→ 93	-1.0	-5	93	9	6	-13	2	-5
CCS(=O)(=O)NCCc1cc2cc(C)c(C)cc2[nH]c1=O
→ 103	2.1	2	103	3	4	-9	-2	-1
Oc1ccc(Nc2nc(-c3ccccc3F)nc3ccccc23)cc1
→ 109	0.0	-9	105	3	-6	6	5	7
C=CCN(CC=C)S(=O)(=O)c1ccc(NC(=O)COc2ccccc2OC)cc1
→ 95	0.5	-2	100	-5	-4	-23	1	2
Cc1n[nH]c(=O)nc1N1CCc2ccccc2C1
→ 99	-1.1	0	104	17	-3	2	1	1
Cc1ccc(-c2cc(C(F)F)n3ncc(C(=O)Nc4cn(C)nc4C)c3n2)cc1
→ 105	-2.5	-3	107	6	-8	-3	2	1
O=[N+]([O-])c1ccccc1/C=N/OCc1ccccc1
→ 103	0.2	-7	103	-5	0	-4	-9	0
CCCc1cc(C(=O)NCCc2ccc(OC)c(OC)c2)no1
→ 103	1.5	nt	102	1	4	-14	-10	5
CCNS(=O)(=O)c1ccc(NC(=O)Nc2cccc(C(F)(F)F)c2)cc1
→ 114	0.2	-8	103	-19	-8	4	-26	6
O=C1C=C(c2ccccc2)C[C@H](c2cccs2)[C@H]1n1cnc([N+](=O)[O-])c1
→ 108	-1.5	1	109	18	6	-13	2	1
CC(NC(=O)Nc1ccccc1F)C(C)(C)C (stereo not drawn)
→ 98	1.2	1	99	15	0	-5	-9	1
CC(Oc1ccc(Cl)cc1Cl)C(=O)NCCCn1ccnc1 (stereo not drawn)
→ 114	-0.9	-2	109	10	-9	5	7	9
CCCC(=O)c1ccc(N2CCCCCC2)c(F)c1
→ 101	-0.4	-4	104	-13	-1	-2	-13	10
COC(=O)c1ccc(-c2csc(NC(=O)c3ccc(S(=O)(=O)N4CCc5ccccc5C4)cc3)n2)cc1
→ 90	2.8	-9	89	7	8	-4	-5	-2
CC(=O)c1c(C)[nH]c(C(=O)Nc2ccc(S(=O)(=O)N(C)C)cc2)c1C
→ 93	4.2	1	101	9	2	-5	-24	-3
COc1cccc(-c2c(C(=O)N/N=C/c3ccncc3)nnn2-c2nonc2N)c1
→ 96	0.0	1	97	7	-8	-23	-18	1
Cc1cc(C)n(-c2nc(N(c3ccccc3)c3ccccc3)nc(-n3nc(C)cc3C)n2)n1
→ 90	0.4	nt	93	1	-11	-10	-48	5
Cc1ccc(F)cc1CNC(=O)C1CCC(=O)N(C2CC2)C1 (stereo not drawn)
→ 96	-0.5	-1	101	12	5	-7	-8	-4
Cc1ccc(S(=O)(=O)Nc2ccnc(-c3cccnc3)n2)cc1
→ 106	-2.0	-3	107	-2	8	-9	-9	-3
COc1ccc(NC(=O)CSc2ccc3nnc(-c4ccccn4)n3n2)cc1
→ 97	-0.7	1	93	12	17	-7	-7	-4
OCC1CCCCN1CC(O)COC(c1ccc(F)cc1)c1ccc(F)cc1 (stereo not drawn)
→ 102	1.9	-11	97	9	4	18	-1	1
CCC(Cc1ccccc1)NC(=O)CCn1cccc1 (stereo not drawn)
→ 95	-3.1	-5	96	17	4	-1	12	-2
Cc1csc2nc(=O)c3ccccc3n12
→ 95	0.1	3	99	22	-1	0	-4	1
O=C(CCNC(=O)c1ccccc1Cl)Nc1ccc(S(=O)(=O)Nc2ncccn2)cc1
→ 97	-0.7	-2	105	3	-12	-3	8	-6
Fc1ccc(OCc2nnc(SCCN3CCOCC3)o2)cc1
→ 108	-6.3	-2	93	-14	1	-6	-26	5
COc1ccc(-c2cc3c(=O)n(CC(=O)NCc4ccc(C)cc4)ncn3n2)cc1
→ 105	0.0	nt	102	9	12	-2	20	10
Cc1cccc(-n2nnnc2SCC(=O)Nc2cccc(S(N)(=O)=O)c2)c1
→ 96	-4.7	-7	99	-3	-17	-6	7	-4
CNC(=O)/C(C#N)=C/c1c(N(Cc2ccccc2)Cc2ccccc2)nc2ccccn2c1=O
→ 104	0.6	1	101	-11	-6	-38	-8	10
CC1(C)CC2(CC(c3cccs3)c3cc(Cl)c(O)cc3O2)NC(=S)N1 (stereo not drawn)
→ nt	-2.6	-5	nt	7	-7	-20	-18	nt
O=C(Cn1cnc2ccccc2c1=O)c1ccc2c(c1)OCCO2
→ 98	1.0	0	96	26	-4	-1	-31	-4
CC(C)NC(=O)CN(c1cccc(Br)c1)S(C)(=O)=O
→ 98	0.8	-6	100	-5	0	-6	2	1
Oc1ccc2ccccc2c1C=Nc1ccccc1
→ 97	0.3	-10	97	22	1	1	-3	2
Cc1ccc2c(c1)C(=O)CC1(CCC(C(C)(C)C)CC1)O2 (stereo not drawn)
→ 104	0.1	-3	107	4	nt	nt	5	1
CN1C(=O)[C@H]2[C@@H](C3CC3)N3C(=O)CN(Cc4ccccc4)C(=O)[C@@]3(C)[C@H]2C1=O
→ 103	1.5	0	101	13	1	-12	-2	3
O=C(c1ccc2c(c1)N(Cc1ccccc1F)C(=O)c1ccccc1S2)N1CCOCC1
→ 85	-1.4	0	87	22	-11	-38	-8	-2
N#C/C(=C(/O)COC(=O)CCCNC(=O)c1ccc(Cl)cc1)c1nc2ccccc2[nH]1
→ 93	0.1	-4	95	23	9	-19	-3	-3
O=C(N/N=C\c1cc([N+](=O)[O-])ccc1N1CCCC1)c1ccccn1
→ 102	0.7	4	105	13	1	-3	1	3
COc1cc(CN2CCC(C(=O)N3CCN(c4ccccc4F)CC3)CC2)cc(OC)c1OC
→ 101	-2.5	-5	102	13	-3	8	-15	1
Cn1c(=O)c(=O)n(C)c2cc(S(=O)(=O)N3CCOCC3)ccc21
→ 95	-1.1	-1	94	22	11	0	1	0
CCCc1nn(C)c2c(=O)[nH]c(-c3cc(S(=O)(=O)N4CCN(C)CC4)ccc3OCC)nc12
→ 105	-1.4	nt	101	4	-50	16	2	3
COc1cc(/C=C/C(=O)Nc2ccncc2)cc(OC)c1OC
→ 106	3.9	-3	146*	33	3	-3	46	0
Cc1nnc(Oc2ccc([N+](=O)[O-])cc2)c2ccccc12
→ 107	-5.3	-10	103	6	-7	-8	12	8
Cc1nc2ccccc2c2oc(C(=O)N3CCN(C(=O)c4ccco4)CC3)cc12
→ 107	0.7	-3	105	1	-7	-21	7	7
COc1ccc(-c2csc(-c3cccnc3)n2)cc1C
→ 91	0.2	-3	88	13	-2	-14	5	-9
COc1ccc(C(=O)NCC(=O)NCCc2c[nH]c3ccccc23)cc1OC
→ 107	-2.1	0	101	-3	-1	-4	2	4
CN1/C(=C\C(=O)COC(=O)c2ccc(O)c(O)c2)C(C)(C)c2ccccc21
→ 99	2.1	-5	100	-8	-18	-17	-9	-1
O=C(CNC(=O)N1CC(=O)Nc2ccccc21)NCc1ccccc1
→ 103	0.5	1	102	-7	2	-7	42	1
CCOCCCNC(=S)N1CCN(Cc2ccco2)CC1
→ 81	-1.2	-2	78	23	-5	1	34	-9
COc1cc(OC)c(C(=O)O/N=C(\N)c2ccc(C)cc2)cc1OC
→ 103	-1.7	-8	99	7	-7	-19	20	3
Cc1cc(C)c(/C=C(\C#N)C(N)=S)c(C)c1
→ 102	-0.2	-2	105	6	-19	0	11	0
Cc1cc(N(C)NC(=S)Nc2ccccc2)nc(C)n1
→ 105	0.9	-5	119	11	28	0	-14	0
C/C(Cc1ccccc1)=N\NC(=O)CNC(=O)/C=C\c1ccccc1
→ 94	-1.0	-7	97	-26	16	-20	2	-2
CC(=O)N(Cc1cc2cc(C)ccc2[nH]c1=O)c1cccc(C)c1C
→ 108	0.6	-9	103	5	-7	-33	-16	4
Cc1nn(-c2ccccc2)c(Cl)c1/C=N/Nc1nncc(=O)[nH]1
→ 100	-1.5	-4	101	26	-8	-12	-2	3
CCOC(=O)c1ccc(NC(=O)CSc2nc(N)c(NC(=O)c3ccc(Br)o3)c(=O)[nH]2)cc1
→ 114	-1.0	-5	109	23	-5	-29	-4	13

Additional entries.
Every second line gives: MEKK2wt PB1 HTS	CRFR2-BP ag	GalR3 antag	MEKK3 PB1 HTS	UBC9 SUMO inh	NS3 helicase inh	FID counter	CRFR2-BP antag	MEKK2 mut-MEK5
Cc1cc(C)c(C#N)c(SCSCc2ccccc2)n1
→ 106	0.1	0	107	-3	2	-2	6	4
Cc1nn(C)cc1CNC(=O)Nc1cccc(Cl)c1
→ 108	-0.5	7	104	-13	-2	2	7	2
CSCCC1(C(=O)O)NC(c2ccccc2O)C2C(=O)N(C(C)C)C(=O)C21 (stereo not drawn)
→ 97	-0.7	-2	95	25	3	-1	7	2
CCCc1nn2c(=O)cc(CSCC(=O)Nc3cccc(OC)c3)nc2s1
→ 96	-0.8	-8	93	1	0	-11	9	-6
CCOc1cc(C(=O)N2CCN(C/C=C/c3ccccc3)CC2)cc(OCC)c1OCC
→ 101	-0.2	-11	102	-12	-7	-23	-25	-1
O=[N+]([O-])c1ccc(CN2CCC(Cc3ccccc3)CC2)cc1
→ 109	-2.1	-10	107	10	-1	10	12	8

In a second layout: 3 of the compounds above
Structure: O=C1C=C(c2ccccc2)C[C@H](c2cccs2)[C@H]1n1cnc([N+](=O)[O-])c1
  MEKK2wt PB1 HTS: 108
  CRFR2-BP ag: -1.5
  GalR3 antag: 1
  MEKK3 PB1 HTS: 109
  UBC9 SUMO inh: 18
  NS3 helicase inh: 6
  FID counter: -13
  CRFR2-BP antag: 2
  MEKK2 mut-MEK5: 1
Structure: CC(NC(=O)Nc1ccccc1F)C(C)(C)C (stereo not drawn)
  MEKK2wt PB1 HTS: 98
  CRFR2-BP ag: 1.2
  GalR3 antag: 1
  MEKK3 PB1 HTS: 99
  UBC9 SUMO inh: 15
  NS3 helicase inh: 0
  FID counter: -5
  CRFR2-BP antag: -9
  MEKK2 mut-MEK5: 1
Structure: CC(Oc1ccc(Cl)cc1Cl)C(=O)NCCCn1ccnc1 (stereo not drawn)
  MEKK2wt PB1 HTS: 114
  CRFR2-BP ag: -0.9
  GalR3 antag: -2
  MEKK3 PB1 HTS: 109
  UBC9 SUMO inh: 10
  NS3 helicase inh: -9
  FID counter: 5
  CRFR2-BP antag: 7
  MEKK2 mut-MEK5: 9

Assay outcomes as filed in PubChem.
